HCV inhibitor: blocks hepatitis C virus; Huh7.5.1 HCVcc-Cre infection, luciferase reporter, 44 h; Potency, µM (top dose mostly 41.8 µM), for the others: at the top dose activity change, negative = inhibition, most hits filed as inhibitors; 3.4% of 340,000 active
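Infectious HCVcc-Cre (~0.5 moi) was added to cells just after compound, with cells seeded 4 h earlier at 1,000 per well. Luciferase activity after 44 h culture reported infection; substrate was incubated 15 min at room temperature before reading.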
Pf growth 96h: inhibits malaria parasite growth, 96 h; Potency, µM (titrated, usually from 28.7 µM), for inactives: top-dose activity change, negative = inhibition, hits mostly inhibitors; P. falciparum luciferase reporter growth, 96 h; 6.9% of 320,000 active
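Delayed-death screen, second-generation endpoint: infected erythrocytes, 2% hematocrit, 0.05% parasitemia final; 96 hours at 37 C, 5% CO2; luciferase detection reagent; luminescence decrease equals reduced growth.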
Sm TGR inh: S. mansoni TGR enzyme inhibition; Q962Y6; Potency, µM (series often up to 114 µM), inactives show at the highest dose activity change, negative = inhibition, actives largely listed as inhibitors; 3% of 360,000 active; purified TGR, DTNB reduction, TNB absorbance 405 nm; AID 485364; further: nearly all actives have a fitted effect of over 60% in size
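Kinetic colorimetric format: TGR-catalysed, NADPH-driven DTNB reduction monitored via TNB absorbance. Enzyme dispensed at 20 nM; compound exposure 15 min at room temperature before reaction start.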
Pf growth 48h: inhibits P. falciparum growth in the first generation, 48 h. AID 504832. P. falciparum luciferase growth in erythrocytes, 48 h. Potency, µM (doses to about 28.7 µM), for inactives: at the top dose activity change, negative = inhibition, usual class: inhibitors. 5.9% of 310,000 active
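A one-generation exposure of luciferase-tagged malaria parasites in RPMI 1640/Albumax erythrocyte culture, 37 C and 5% CO2. Inhibition is inferred from decreased luminescence after adding detection reagent.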
LmPK inhibitor: inhibitors of Leishmania mexicana pyruvate kinase; Q27686; purified LmPK, Kinase-Glo ATP luminescence, 1 h; Potency, µM (top dose mostly 57.5 µM), for the others: top-dose activity change, negative = inhibition, hits mostly inhibitors; 0.37% of 290,000 active; AID 1721
Target sequence (Q27686 whole entry, looked up): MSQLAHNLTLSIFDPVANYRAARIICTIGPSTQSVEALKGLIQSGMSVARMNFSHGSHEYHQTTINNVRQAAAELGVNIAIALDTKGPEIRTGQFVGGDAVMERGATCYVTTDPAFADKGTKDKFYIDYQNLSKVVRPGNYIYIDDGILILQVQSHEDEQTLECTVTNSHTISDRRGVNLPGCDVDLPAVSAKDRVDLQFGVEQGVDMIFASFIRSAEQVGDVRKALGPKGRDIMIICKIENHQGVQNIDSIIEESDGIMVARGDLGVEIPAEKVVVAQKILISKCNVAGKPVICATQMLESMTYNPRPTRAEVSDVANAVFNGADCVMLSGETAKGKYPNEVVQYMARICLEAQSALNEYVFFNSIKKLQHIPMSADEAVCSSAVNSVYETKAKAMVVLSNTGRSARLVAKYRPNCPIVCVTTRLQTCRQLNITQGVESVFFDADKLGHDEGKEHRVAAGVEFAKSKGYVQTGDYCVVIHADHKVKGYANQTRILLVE
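ATP generated from ADP (0.1 mM) and PEP (0.5 mM) by 0.1 nM LmPK over 1 h at room temperature (pH 7.2 imidazole buffer) was detected by coupled luciferase luminescence. Values were normalized to uninhibited and no-enzyme wells.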
Tb PYK inh: T. brucei pyruvate kinase inhibition; Q57TT1; TbPYK enzyme, Kinase-Glo Plus ATP luminescence, 45 min; Potency, µM (doses to about 76.8 µM), for inactives: top-dose activity, negative = inhibition, usual class: inhibitors; 0.12% of 410,000 active; AID 624173; further: nearly all actives have a fitted effect of over 50% in size
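Luminescent Kinase-Glo Plus end-point after 45 min room-temperature reaction of T. brucei pyruvate kinase started with 130 uM ADP (final). Buffer TEA 50 mM pH 7.2 with KCl, MgCl2, BSA, Tween-20; titration-based qHTS with fitted concentration-effect curves.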
Numbers without * were called inactive; i = inactive; ? = inconclusive; . = no result given; & = joins results of further samples; [ ] = another dose, or the depositor's remark. The call rests on the fitted dose curve; in most records, active means well fitted curve in the direction sought with a large enough effect; inconclusive means small, poorly fitted or top-dose-only effect, or another doubt; inactive means no such curve, though single readings can be large; an effect the other way counts as inactive or inconclusive. On the % scale 0 is the no-effect control and ±100 the full control effect; potency means the concentration at half of the fitted maximal effect.

[1] CCN(CC)CCN(C(=O)c1ccc(S(=O)(=O)N(C)C2CCCCC2)cc1)c1nc2ccc(OC)cc2s1
[2] O=C(CS(=O)(=O)Cc1ccccc1)NCc1ccco1
[3] O=C(NCCN1CCOCC1)c1cc2c(=O)n3ccccc3nc2n1Cc1ccccc1
[4] N/C(=N\OC(=O)c1ccccc1Cl)c1ccc(Cl)cc1
[5] Cc1cccc(NC(=O)NCC2CC2)c1

| Compound | 1 | 2 | 3 | 4 | 5 |
| --- | --- | --- | --- | --- | --- |
| HCV inhibitor | -2% | -14% | 27% | 18% | 9% |
| Pf growth 48h | 4% | 11% | 45%[activator] | 214%[activator] | 48%[activator] |
| Pf growth 96h | -29% | 9% | 27% | 37%[activator] | 35%[activator] |
| LmPK inhibitor | 0% | 0% | -3% | -16% | -1% |
| Sm TGR inh | 0% | . | ? | 6% | 9% |
| Tb PYK inh | 1% | -10% | -1% | 6% | -9% |

[6] Cc1ccccc1N(C(=O)CNC(=O)c1cccs1)C(C(=O)NC1CCCC1)c1ccncc1 (stereo unspecified)
[7] CC(=C/C(=O)O)/C=C/c1cccs1
[8] COc1cc(C)c(Cl)cc1S(=O)(=O)n1cnc2ccccc21
[9] Cc1ccc(C)c(S(=O)(=O)N2CCCC2CNC(=O)C(=O)NCc2ccccn2)c1 (stereo unspecified)
[10] O=C(CSc1nnc(NC(=O)c2ccco2)s1)Nc1ccc2c(c1)OCCO2

| Compound | 6 | 7 | 8 | 9 | 10 |
| --- | --- | --- | --- | --- | --- |
| HCV inhibitor | 20% | 9% | 6% | 8% | 18% |
| Pf growth 48h | -25% | -2% | . | 1% | 71%[activator] |
| Pf growth 96h | ? | 1%[5.75 µM] | 11% | -3% | 52%[activator] |
| LmPK inhibitor | -4% | 0% | -2% | . | -6% |
| Sm TGR inh | 2% | -28% | 5% | -6% | 1% |
| Tb PYK inh | -4% | 8% | 1% | -2% | -2% |

[11] Cc1cc(N)n(-c2ccc(Cl)cc2)n1
[12] CN(CC(=O)OCC(=O)Nc1ccccc1)S(=O)(=O)c1ccc(Cl)cc1
[13] CC(=O)OCc1c(C(F)(F)F)nn(C)c1Sc1ccccc1
[14] Cc1cccc(OCC(=O)NCC(C)(C)N2CCOCC2)c1
[15] CCOC(=O)c1cnc(SCC(=O)N2CCC(C(N)=O)CC2)nc1N

| Compound | 11 | 12 | 13 | 14 | 15 |
| --- | --- | --- | --- | --- | --- |
| HCV inhibitor | -5% | 19% | 6% | 4% | 15% |
| Pf growth 48h | -34%[5.75 µM] | 6% | 1% | 1% | 17% |
| Pf growth 96h | ? | . | 36%[activator] | ? | i |
| LmPK inhibitor | 2% | 4% | 1% | . | -2% |
| Sm TGR inh | 2% | -6% | 2% | -2% | 1% |
| Tb PYK inh | -12% | -5% | 5% | 2% | 5% |

Some of the entries so far, with two lines to a compound.
Results follow in this order: HCV inhibitor, Pf growth 48h, Pf growth 96h, LmPK inhibitor, Sm TGR inh, Tb PYK inh
[13] CC(=O)OCc1c(C(F)(F)F)nn(C)c1Sc1ccccc1
    6%, 1%, 36%[activator], 1%, 2%, 5%
[14] Cc1cccc(OCC(=O)NCC(C)(C)N2CCOCC2)c1
    4%, 1%, ?, ., -2%, 2%

Following part:
[16] Cc1c(C)c(C)c(S(=O)(=O)N2CCC3(CC2)OCCO3)c(C)c1C
[17] O=C(CSc1nnc(CNC(=O)c2cccc(C(F)(F)F)c2)o1)NC1CCCCC1
[18] Cc1occc1C(=O)Nc1sccc1C(N)=O
[19] Cc1nn(Cc2ccccc2)c(C)c1C(=O)NCC(c1cccs1)N1CCOCC1 (stereo unspecified)
[20] CC(=O)c1cccc(S(=O)(=O)NCC(C)(C)N2CCOCC2)c1

| Compound | 16 | 17 | 18 | 19 | 20 |
| --- | --- | --- | --- | --- | --- |
| HCV inhibitor | 12% | 20% | -14% | -11% | -3% |
| Pf growth 48h | 14% | 15% | 42%[activator] | ? | 30% |
| Pf growth 96h | -1% | -23% | -20% | 0% | 33%[activator] |
| LmPK inhibitor | -14% | 6% | 3% | . | -4% |
| Sm TGR inh | -7% | 3% | -18% | -1% | 40µM* |
| Tb PYK inh | ? | 1% | 53%[activator] | -1% | 0% |

[21] COc1ccc(Cl)cc1NC(=O)Cn1nnc(C(=O)NCc2ccc3c(c2)OCO3)c1N
[22] O=C(Cc1ccccc1)NCCc1ccc(Cl)cc1Cl
[23] O=C(Cn1c(=O)n(CC2CCCO2)c(=O)c2ccccc21)c1ccccc1 (stereo unspecified)
[24] CCOC(=O)c1cc2c(=O)n3ccccc3nc2n(Cc2ccco2)c1=NC(=O)c1cccc(OC)c1
[25] CNC(=O)CSc1nnc(-c2ccco2)n1-c1cccc(OC)c1

| Compound | 21 | 22 | 23 | 24 | 25 |
| --- | --- | --- | --- | --- | --- |
| HCV inhibitor | 2% | -5% | 8% | ? | 10% |
| Pf growth 48h | 16% | 33%[activator] | 27% | ? | -13% |
| Pf growth 96h | 5% | 36%[activator] | ? | ? | 2.1µM* |
| LmPK inhibitor | 5% | 2% | -6% | -3% | -2% |
| Sm TGR inh | 3%&10% | -8% | 6% | ? | -15% |
| Tb PYK inh | -1%&3% | -1% | -11% | 0% | -2% |

[26] Cc1cc(CNC(=O)c2cc(COc3ccc(F)c(F)c3)on2)nn1C
[27] N#Cc1cccc(NC(=O)COC(=O)c2ccccc2Sc2ccccc2C#N)c1
[28] O=C(CN(C(=O)CCC(=O)Nc1nccs1)c1ccc(F)cc1)NCCc1ccccc1
[29] COc1ccc(Cl)cc1N1CC(C(=O)Nc2nccs2)CC1=O (stereo unspecified)
[30] Cc1cc(C)c2c(CN3CCN(Cc4ccc5c(c4)OCO5)CC3)cc(=O)oc2c1

| Compound | 26 | 27 | 28 | 29 | 30 |
| --- | --- | --- | --- | --- | --- |
| HCV inhibitor | . | 9% | -11% | ? | -22% |
| Pf growth 48h | 16% | 30% | ? | -18% | -16% |
| Pf growth 96h | ? | 30% | ? | ? | ? |
| LmPK inhibitor | 1% | 4% | -1% | 1% | -3% |
| Sm TGR inh | 7% | 5% | -8% | -2% | -25% |
| Tb PYK inh | 1% | 17% | 1% | 5% | -5% |

[31] CN(Cc1cccs1)C(=O)CCc1c[nH]c2ccccc12
[32] CN(C)S(=O)(=O)c1cccc(NC(=O)CCCSc2ccccc2)c1
[33] COc1ccc(NC(=O)C2CCCN2S(=O)(=O)c2cccc3cccnc23)c(OC)c1 (stereo unspecified)
[34] CCCCN(C(=O)CSc1nncn1-c1ccccc1OC)c1c(N)n(Cc2ccccc2)c(=O)[nH]c1=O

| Compound | 31 | 32 | 33 | 34 |
| --- | --- | --- | --- | --- |
| HCV inhibitor | -15% | 11µM* | -8%&-10% | -12% |
| Pf growth 48h | 7% | -29% | -7% | -2% |
| Pf growth 96h | 30% | ? | 10µM* | 0% |
| LmPK inhibitor | 7% | 9% | 5% | -1% |
| Sm TGR inh | -1% | 3% | 0% | -3% |
| Tb PYK inh | 1% | 0% | -22% | -8% |

Reformatted with bars between the fields: entries from further up
cpd | Molecule | HCV inhibitor | Pf growth 48h | Pf growth 96h | LmPK inhibitor | Sm TGR inh | Tb PYK inh
21 | COc1ccc(Cl)cc1NC(=O)Cn1nnc(C(=O)NCc2ccc3c(c2)OCO3)c1N | 2% | 16% | 5% | 5% | 3%&10% | -1%&3%
22 | O=C(Cc1ccccc1)NCCc1ccc(Cl)cc1Cl | -5% | 33%[activator] | 36%[activator] | 2% | -8% | -1%
23 | O=C(Cn1c(=O)n(CC2CCCO2)c(=O)c2ccccc21)c1ccccc1 (stereo unspecified) | 8% | 27% | ? | -6% | 6% | -11%
24 | CCOC(=O)c1cc2c(=O)n3ccccc3nc2n(Cc2ccco2)c1=NC(=O)c1cccc(OC)c1 | ? | ? | ? | -3% | ? | 0%
25 | CNC(=O)CSc1nnc(-c2ccco2)n1-c1cccc(OC)c1 | 10% | -13% | 2.1µM* | -2% | -15% | -2%
26 | Cc1cc(CNC(=O)c2cc(COc3ccc(F)c(F)c3)on2)nn1C | . | 16% | ? | 1% | 7% | 1%
27 | N#Cc1cccc(NC(=O)COC(=O)c2ccccc2Sc2ccccc2C#N)c1 | 9% | 30% | 30% | 4% | 5% | 17%
28 | O=C(CN(C(=O)CCC(=O)Nc1nccs1)c1ccc(F)cc1)NCCc1ccccc1 | -11% | ? | ? | -1% | -8% | 1%
29 | COc1ccc(Cl)cc1N1CC(C(=O)Nc2nccs2)CC1=O (stereo unspecified) | ? | -18% | ? | 1% | -2% | 5%
30 | Cc1cc(C)c2c(CN3CCN(Cc4ccc5c(c4)OCO5)CC3)cc(=O)oc2c1 | -22% | -16% | ? | -3% | -25% | -5%
31 | CN(Cc1cccs1)C(=O)CCc1c[nH]c2ccccc12 | -15% | 7% | 30% | 7% | -1% | 1%
32 | CN(C)S(=O)(=O)c1cccc(NC(=O)CCCSc2ccccc2)c1 | 11µM* | -29% | ? | 9% | 3% | 0%

Screening data deposited in PubChem by National Center for Advancing Translational Sciences (NCATS).
